# Compound activity deposited in PubChem BioAssay by several laboratories.
# IL1B cytotox: HUVEC cytotoxicity counter-screen, IL-1B stimulated. HUVEC cell count loss, Hoechst imaging. cell count reduction, % at 2 µM. 94,000 compounds, 0.41% hits. AID 845;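 active = cell count reduction more than 3 SD above the screen-wide mean, cut at about 70% in these data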;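 also: normalized per plate to untreated control cells as the no-loss baseline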
# VCAM1 TNFa inh: reduces TNF alpha induced VCAM1 expression in HUVEC; HUVEC TNFa-induced VCAM-1 immunofluorescence, high-content imaging; inhibition, % at 2 µM; 95,000 compounds, 0.48% hits; AID 802;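 active = inhibition above the batch mean plus 3 SD, with images confirmed as a hit by eye, cut at about 37% in these data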;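 also: 0% = TNF-stimulated DMSO wells and 100% = unstimulated control wells; not every result past the cut was called active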
# TNFa cytotox: toxic to HUVEC cells under TNF alpha stimulation. HUVEC TNFalpha-stimulated, Hoechst cell count, imaging. cell count reduction, % at 2 µM. 93,000 compounds, 0.17% hits;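 active = cell count reduction exceeding the screen mean by over 5 SD, scaled to untreated wells per plate, cut at about 78% in these data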;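 also: cells counted after 24 h of TNF alpha exposure following the 1 h pretreatment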
# F-actin modifier: alters cytoskeleton assembly in HUVEC cells. HUVEC TNFa F-actin phalloidin imaging, high content. inhibition, % at 2 µM. 91,000 compounds, 0.18% hits;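 active = inhibition above the batch mean plus 3 SD and confirmed as a hit by visual image inspection, cut at about 30% in these data, passing the limit was not always enough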; also: strong numbers were not always called active
# PLK1 PBD inh: Plk1 (human) PBD binding inhibition | P53350 | Plk1 PBD phosphopeptide binding, fluorescence polarization | inhibition, %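 (tested at about 20 µM)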 | 97,000 compounds, 0.13% hits; in the data active = inhibition above about 34%, passing the limit was not always enough
# sEH inhibitor: soluble epoxide hydrolase (human) inhibition. P34913. recombinant human sEH enzymatic activity assay. inhibition, % at 2 µM. 91,000 compounds, 0.34% hits; in the data active = inhibition above about 80%; also: values of inactives mirror those of a sister screen read the other way; many of its hits are not listed in these tables
# Target sequence (P34913 whole entry, looked up): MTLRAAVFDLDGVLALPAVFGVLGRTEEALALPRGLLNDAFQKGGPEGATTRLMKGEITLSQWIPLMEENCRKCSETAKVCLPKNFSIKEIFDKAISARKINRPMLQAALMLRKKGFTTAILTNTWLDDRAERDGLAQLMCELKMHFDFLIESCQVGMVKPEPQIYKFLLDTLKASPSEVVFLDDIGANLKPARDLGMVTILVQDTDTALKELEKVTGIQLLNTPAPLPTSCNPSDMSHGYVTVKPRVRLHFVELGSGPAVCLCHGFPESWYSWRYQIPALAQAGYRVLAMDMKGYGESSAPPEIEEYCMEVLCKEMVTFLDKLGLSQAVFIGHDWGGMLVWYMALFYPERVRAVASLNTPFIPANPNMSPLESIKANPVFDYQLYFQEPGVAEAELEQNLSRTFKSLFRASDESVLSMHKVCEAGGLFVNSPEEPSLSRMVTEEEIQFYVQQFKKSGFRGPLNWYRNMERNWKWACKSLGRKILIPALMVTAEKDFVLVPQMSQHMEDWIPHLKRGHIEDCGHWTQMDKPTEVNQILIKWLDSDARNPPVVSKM
# hDAT+cocaine: human DAT dopamine uptake with cocaine, either direction | Q01959 | LLC-PK1 hDAT cells, [14C]-dopamine uptake with cocaine IC80; actives deviate in either direction | B-score at 10 µM | 110,000 compounds, 1.3% hits | AID 449768;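 active = Z score or B-score, a plate-position-corrected score, falls beyond the plate's 99.7% confidence bounds, in either direction; inactive = both scores lie inside the 99.7% bounds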;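 also: scored against the spread of the other compound wells on the same plate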
# E coli WT exp: E. coli BW25113 growth inhibition, expanded screen; growth inhibition, % at 100 µM; 98,000 compounds, 0.15% hits; OD600 absorbance;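 active = growth inhibition above about 50% at one test dose, limit read from the data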;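 also: growth measured after 20 h incubation at 37 °C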
# PLK1 kinase inh: PLK1 (human) kinase inhibition; P53350; recombinant PLK1 kinase, TR-FRET peptide phosphorylation; inhibition, % at 10 µM; 97,000 compounds, 0.53% hits; AID 619;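 active = inhibition of 50% or more in the single-concentration screen; inactive = inhibition below 50%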;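 also: 0% = DMSO max control and 100% = H-89 dihydrochloride min control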
# * hit, by the source's call; / = no result given.
SMILES,IL1B cytotox,VCAM1 TNFa inh,TNFa cytotox,F-actin modifier,PLK1 PBD inh,sEH inhibitor,hDAT+cocaine,E coli WT exp,PLK1 kinase inh
CC(=O)Nc1ccc(NS(C)(=O)=O)cc1,3,-6,-20,/,13,14,-0.8,-4,-14
Cc1cc(-c2nn3c(C)nnc3s2)ccc1NC(=O)C(C)(C)C,-6,15,-4,3,-12,/,-0.38,/,-10
CCCn1c(NC(=O)C2CCN(S(=O)(=O)c3cccs3)CC2)nc2ccccc21,-24,-2,-37,12,-33,3,1.3,-3,4
CCSc1nnc(CNc2ccc(F)cc2)n1CC1CCCO1 (stereo unspecified),-5,14,-40,18,3,14,-0.013,6,-9
CCCn1c(SCC(=O)Nc2nnc(C)s2)nnc1-c1ccoc1C,-26,0,-11,6,-18,11,-0.13,-2,-9
Cc1cccc2nc(CSc3nnnn3-c3ccccc3)cn12,6,9,-4,-13,0,18,2.4,12,-3
CC(=O)n1c2ccccc2c2nc(NC(C)C)sc21,-2,0,-24,-17,13,4,0.77,4,6
CC(C)CCNC(=O)c1cnn2c(C(F)(F)F)cc(-c3ccco3)nc12,-28,-8,-28,-1,1,-10,0.32,11,-5
C/C(=N\O)c1ccc2c3c([nH]c2c1)CCCC3,8,15,1,4,8,/,0.45,12,-21
Nc1nc(SCc2c(F)cccc2Cl)[nH]c(=O)c1-c1ccccc1,13,22,8,-8,10,2,-0.13,-1,-7
COc1ccc(NC(=O)C2c3cc(OC)c(OC)cc3C(=O)N(C)C2c2cccnc2)cc1OC (stereo unspecified),-21,-30,-48,0,0,8,0.54,4,4
CC(=O)Nc1ccc(S(=O)(=O)Oc2cccc(N3C(=O)C4CCCCC4C3=O)c2)cc1 (stereo unspecified),-45,-26,-32,-11,-11,-10,-1.2,3,-7
O=C(OCCN1CCCCC1)c1ccc(Cl)cc1,-40,10,-34,14,27,-12,-0.53,3,-3
FC(F)(F)c1cnc(Sc2nnc(-c3cccs3)n2CC2CCCO2)c(Cl)c1 (stereo unspecified),11,-11,-13,11,-17,-2,0.48,-4,-8
Cc1ccc(S(=O)(=O)NCCCC(=O)C=[N+]=[N-])cc1,20,-12,-16,4,-8,-9,-0.88,8,-10
O=C(Nc1ccc(S(=O)(=O)N2CCCC2)cc1)c1cccnc1,3,-24,-4,-1,-6,46,0.016,7,-9
CC(C)N1C(=O)c2ccccc2C1C(=O)NC1CCCCCC1 (stereo unspecified),4,-2,-4,-49,15,-19,-0.0061,5,-5
O=C(Nc1ccc2c(c1)OCO2)c1ccc(Br)c(S(=O)(=O)N2CCCC2)c1,-35,-13,-14,7,-4,77,0.16,-10,-7
CCOC(=O)N1CCN(S(=O)(=O)c2ccc(OC)c(Cl)c2Cl)CC1,35,-6,-20,-18,-6,3,-0.17,-3,-14
COCCNC(=O)c1c[nH]c2cc(OC)c(OC)cc2c1=O,-8,-1,-22,22,12,-4,1,3,-12
COc1ccc(-c2cc3ccccc3n2CC(O)CNCCO)cc1 (stereo unspecified),-17,6,-13,36,5,9,1.1,19,-18
CCCOc1ccc(N2C(=O)CC(N(CCc3ccc(S(N)(=O)=O)cc3)C(C)=O)C2=O)cc1 (stereo unspecified),1,-4,8,-11,-1,2,-1.3,1,6
CC(C)CC(NC(=O)C1CCCCC1)C(=O)N1CCN(c2ccccn2)CC1 (stereo unspecified),8,-1,-5,7,6,8,-0.14,4,-10
COc1nc(-c2ccccc2)cc(C(F)(F)F)n1,-33,-13,-21,4,-20,5,-0.31,7,-4
O=C(Nc1ccc(F)cc1)c1cc(S(=O)(=O)N2CCCCC2)cs1,13,0,-5,-17,17,25,-0.75,-10,-8
S=C(c1ccc(Br)cc1)N1CCN(Cc2ccccc2)CC1,-5,-11,-2,-2,-9,4,-0.57,-14,-5
O=C(CCSc1ccc(Cl)cc1)N1CCOCC1,-30,-1,-21,3,-16,-16,-0.026,/,-18
O=C(C1CCCN(Cc2cccs2)C1)N1CCCCCC1 (stereo unspecified),-25,16,-30,6,14,/,1.2,4,-10
Cc1cc(Nc2ccccc2Cl)n2nnnc2n1,-12,18,-10,10,13,-13,-0.32,12,-6
O=C(Nc1nnc(CC(=O)N2CCOCC2)s1)C1COc2ccccc2O1 (stereo unspecified),-23,-1,-18,2,7,2,-0.12,-6,11
O=C(c1ccccc1Nc1ccc(SC(F)F)cc1)N1CCCCC1,-21,-1,-21,9,4,23,1.6,-6,-6
O=C(COc1ccccc1)Nc1cc(C(F)(F)F)ccc1N1CCCC1,-1,-42,-2,-16,1,-3,-0.41,-1,-9
COCCn1c(SCC(=O)c2ccccc2)nc2c(c1=O)SC(C)C2 (stereo unspecified),23,-3,14,-12,-8,5,0.015,/,-16
CC(Sc1cccc2cccc(C(=O)O)c12)C(=O)O (stereo unspecified),-11,14,-12,-4,-21,0,0.43,-5,-10
CN(CC(CC(=O)O)c1ccccc1)S(=O)(=O)c1ccc(Br)cc1 (stereo unspecified),-3,-3,-4,-12,16,-2,1.2,-2,-8
CC(C)[C@@H]1N[C@]2(C(=O)Nc3ccccc32)[C@@H]2C(=O)N(c3cccc(C(F)(F)F)c3)C(=O)[C@@H]21,-7,60,49,-17,15,-19,1.1,-7,-4
Cc1cccc(NC(=O)CCCN2C(=O)c3cccc4cccc(c34)C2=O)c1,-9,-8,10,13,32,13,-0.88,-13,4
Cc1ccc2c(c1)c1ncnc(N3CCN(c4ccccc4)CC3)c1n2C,-3,-3,12,-14,17,-23,-0.052,-8,-10
CCOC(=O)CC1=CC(=O)Nc2ccccc2N1,8,6,-1,3,20,-3,1,-7,-14
O=C(CN(Cc1cccs1)C(=O)CSc1nnc(COc2ccccc2)o1)NC1CCCCC1,-20,15,-21,16,15,-4,-1.1,/,-14
CCn1c(SCc2nnc(-c3ccccc3)o2)nnc1-c1ccc(S(=O)(=O)N2CCCC2)cc1,-17,-12,-24,-1,-13,-5,0.012,25,-14
Cc1c(N2C(=O)C(C)SC23C(=O)Nc2ccccc23)c(=O)n(-c2ccccc2)n1C (stereo unspecified),-132,6,6,-28,8,6,-0.34,-1,2
COc1cc(/C=N/NC(N)=S)ccc1OCC(=O)Nc1ccc(C)cc1,21,10,-4,-17,3,2,1,-4,4
Cc1ccccc1N1C(=O)C2ON(c3ccccc3)C(c3ccncc3)C2C1=O (stereo unspecified),-36,23,-20,4,-26,/,0.77,-4,-4
Cc1ccc(C)c(C(=O)O/N=C(\N)c2ccc(Br)cc2)c1,-2,14,-4,1,3,-5,-0.77,2,-4

# Just TNFa cytotox, IL1B cytotox and sEH inhibitor, for two of the compounds above:
canonical_smiles	TNFa cytotox	IL1B cytotox	sEH inhibitor
COc1cc(/C=N/NC(N)=S)ccc1OCC(=O)Nc1ccc(C)cc1	-4	21	2
CCn1c(SCc2nnc(-c3ccccc3)o2)nnc1-c1ccc(S(=O)(=O)N2CCCC2)cc1	-24	-17	-5

# The list continues:
SMILES,IL1B cytotox,VCAM1 TNFa inh,TNFa cytotox,F-actin modifier,PLK1 PBD inh,sEH inhibitor,hDAT+cocaine,E coli WT exp,PLK1 kinase inh
Cc1ccc(OCC(=O)Nc2ccc(N3CCCC3)cc2)cc1C,-1,23,0,12,-10,-2,0.37,-5,-18
CC(C)COC(=O)CCn1[nH]c(=O)c2ccccc2c1=O,-16,-13,-16,-6,-8,17,0.34,-1,-3
COc1ccc(CC(=O)OCC(=O)NC(=O)NC2CCCCC2)cc1,-158,-2,-5,-1,1,14,0.99,-5,-4
CCOC(=O)/C(C#N)=C(/C)c1ccc(OC)cc1,34,3,7,-2,-5,-6,1.5,-8,-7
CCOC(=O)c1cc(-c2ccccc2)sc1NC(=O)CN1C(=O)NC(CC)(c2ccc(F)cc2)C1=O (stereo unspecified),-17,-4,2,-31,-1,-3,-1.8,-16,-35
Clc1ccccc1OCCCCN1CCCC1,2,11,4,7,-3,-8,-0.29,6,-12
O=C(c1ccco1)N1CCN(C(c2ccccc2Cl)c2nnnn2CC2CCCO2)CC1 (stereo unspecified),-4,-15,-5,-9,18,0,1,-3,-12
O=C(COc1ccc(F)cc1)OCCN1CCOCC1,10,13,-22,-11,2,-2,-0.48,-1,-5
O=C(c1ccco1)N1CCC(n2nnc3ccccc32)CC1,8,-5,1,-16,-8,8,-0.23,4,-10
O=C(Cc1cccs1)Nc1cccc(C(=O)Nc2ccco2)c1,-19,11,-6,-12,-27,10,0.1,10,-16
Cc1sc2ncnc(NCC(c3ccco3)N3CCCC3)c2c1C (stereo unspecified),-2,-2,0,-9,0,10,-0.87,3,-12
O=C(NC1CCCc2ccccc21)C1CCN(S(=O)(=O)N2CCCCCC2)CC1 (stereo unspecified),32,0,-19,-6,1,75,0.014,-9,-2
N#Cc1c(-c2ccccc2)nc(N2CCOCC2)[nH]c1=O,-4,-18,-5,-4,-7,13,0.71,/,-5
CCn1cc(C(=O)NCc2ccccn2)c(=O)c2cc(S(=O)(=O)N3CCCCC3)ccc21,8,6,-14,12,-8,1,/,1,3
Cc1cccc(C)c1OCC(O)CN (stereo unspecified),-15,-7,-13,-13,-8,/,-0.92,4,-9
CCc1[nH]c(=O)c(C#N)c2c1CSC(C)(C)C2,-19,12,-3,8,17,3,0.037,2,-8
CCOC(=O)C1=C(O)c2ccccc2C(=O)/C1=C\c1ccc(CC)cc1,-33,15,1,-4,-19,-11,0.12,4,-17
Cc1cc(NC(=O)COC(=O)c2cc(S(=O)(=O)N3CCOCC3)ccc2N2CCCCC2)no1,2,-15,-43,/,-12,4,-0.06,-6,-1
C=CCc1ccc(OCC(O)CN2CCCCC2C)c(OC)c1 (stereo unspecified),16,13,-9,0,2,-14,0.7,9,-7
C=CCn1c(COc2ccccc2C)nnc1SCC(=O)O,-21,27,-14,25,-6,-2,0.62,-5,-4
COc1cccc(Oc2nnnn2-c2ccccc2)c1,-19,-8,-19,-14,-12,4,0.015,3,-5
CCCC(=O)c1c(NC)cc(C)oc1=O,-7,10,-22,/,7,-15,-0.28,6,-6
COc1cc(C(=O)Oc2cc(C)cc(C)c2)cc(OC)c1OC,-12,-13,/,5,13,7,0.8,/,-7
CCc1c(O)nc(SCc2ccccc2)n(C(C)CC)c1=O (stereo unspecified),2,-3,8,-21,-23,-13,0.95,8,-13
Cc1cc(C(=O)N(C)CC(=O)Nc2ccccc2C(F)(F)F)c(C)o1,-8,-5,-26,15,-14,/,-0.13,10,3
Cn1c(-n2c(CCCN3C(=O)c4ccccc4C3=O)nc3ccccc3c2=O)nc2ccccc21,-3,18,-18,18,24,-7,-0.0031,-3,-11
O=C(Nc1cccc(Cl)c1)ON=C1c2ccccc2-c2ccccc21,35,2,-5,1,-11,10,-0.0053,5,9
Cc1nc(COC(=O)c2c(C)nn(-c3ccccc3)c2C)cs1,-62,-1,-34,4,-14,-3,0.57,0,-2
Cc1cc(NC(=O)C2CC(c3ccccc3Cl)=NO2)no1 (stereo unspecified),10,-6,-14,2,5,0,-1.3,12,-9
O=C(CCC1CCCCC1)Nc1c2c(nn1-c1ccc(F)cc1)CS(=O)(=O)C2,-76,-2,-37,/,8,5,-1.1,-2,7
Cc1n[nH]c(C)c1Sc1ccccc1N=Cc1cc(Cl)cc([N+](=O)[O-])c1O,6,-12,/,-1,-8,12,-0.57,13,2
Cc1onc(-c2ccccc2)c1C(=O)NCCc1c[nH]c2ccccc12,-22,16,-31,/,-6,3,0.0046,0,-14

# For reference, some entries already given:
SMILES,IL1B cytotox,VCAM1 TNFa inh,TNFa cytotox,F-actin modifier,PLK1 PBD inh,sEH inhibitor,hDAT+cocaine,E coli WT exp,PLK1 kinase inh
Cc1nc(COC(=O)c2c(C)nn(-c3ccccc3)c2C)cs1,-62,-1,-34,4,-14,-3,0.57,0,-2
Cc1cc(NC(=O)C2CC(c3ccccc3Cl)=NO2)no1 (stereo unspecified),10,-6,-14,2,5,0,-1.3,12,-9
O=C(CCC1CCCCC1)Nc1c2c(nn1-c1ccc(F)cc1)CS(=O)(=O)C2,-76,-2,-37,/,8,5,-1.1,-2,7
Cc1n[nH]c(C)c1Sc1ccccc1N=Cc1cc(Cl)cc([N+](=O)[O-])c1O,6,-12,/,-1,-8,12,-0.57,13,2
Cc1onc(-c2ccccc2)c1C(=O)NCCc1c[nH]c2ccccc12,-22,16,-31,/,-6,3,0.0046,0,-14
